# Screening results as filed in PubChem.
# VEEV TC-83 Vero: inhibitors of VEEV TC-83 cytopathic effect, confirmation, Vero cells (AID 588727); Vero cells, VEEV TC-83 cytopathic effect inhibition; higher % means a stronger effect; 0.13% of 350,000 active; inhibition, % at 20 µM, or IC50 in µM where a hit was titrated; in the data active means a potency from the dose series; inconclusive means inhibition mostly from about 14% at the one dose, without a potency; inactive means the rest, 99 in 100 with inhibition below about 12%; further: strong numbers were not always called active
# H37Rv inhibition: M. tuberculosis growth inhibition, HTS (AID 449762); 0.59% of 330,000 active; M. tuberculosis H37Rv growth inhibition, 7H9 media; higher % means a stronger effect; one-dose inhibition, % at 25 µM; IC50 in µM for titrated hits; in the data active means a potency from the dose series; inconclusive means inhibition above about 70% without an active follow-up result;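 further: bacterial growth assessed after seven days of incubation; strong numbers were not always called active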
# influenza NS1A: H1N1 influenza NS1A inhibitors, functional cell based assay (AID 504329) | NS1A functional cell-based assay, percent inhibition; higher % means a stronger effect | inhibition, % at 12.5 µM, or IC50 in µM where a hit was titrated | 0.3% of 340,000 active; in the data active means a potency from the dose series; inconclusive means inhibition above about 27% without an active follow-up result; further: strong numbers were not always called active
# Salmonella PhoP GFP: PhoP regulon inhibitors, Salmonella typhi PhoP promoter GFP reporter, confirmatory (AID 1850); inhibition, % at 50 µM; hits with a dose series show IC50 in µM; 0.33% of 310,000 active; Salmonella Typhi PhoP-promoter GFP reporter, fluorescence, 4 h; higher % means a stronger effect; in the data active means a potency from the dose series; inconclusive means inhibition mostly from about 25% at the one dose, without a potency; inactive means the rest, 99 in 100 with inhibition below about 19%;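 further: 0% = induced wells with vehicle and 100% = uninduced wells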
# tuberculosis growth: growth inhibition of non-replicating M. tuberculosis (AID 488890) | Mycobacterium tuberculosis non-replicating, growth inhibition; higher % means a stronger effect | one-dose inhibition, % at 25 µM; IC50 in µM for titrated hits | 0.39% of 320,000 active; in the data active means a potency from the dose series; inconclusive means inhibition mostly from about 82% at the one dose, without a potency; inactive means the rest, 99 in 100 with inhibition below about 76%;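 further: plate controls were DMSO cells for no effect and high antibiotic wells for full effect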
# VEEV TC-83 Vero 10K pilot screen: second read-out of VEEV TC-83 Vero, no call of its own (marks repeat the call); inhibition, %; measured here: 10K pilot screen inhibition
# The depositor's hits bear a star; i = inactive; ? = inconclusive; nt = no result given. No enrichment for hits (roughly 1.4% active in at least one column).
# Start of the listing, in advance, 6 compounds:
SMILES,VEEV TC-83 Vero,H37Rv inhibition,influenza NS1A,Salmonella PhoP GFP,tuberculosis growth,others
COc1ccccc1C1C2C(=O)N(c3ccccc3)C(=O)C2ON1c1ccccc1 (stereo not drawn),4.8%,3%,22%,17%,22%,
Cn1c(O)c(C=NCCCN2CCCC2=O)c(=O)n(C)c1=O,2.2%,-8%,-33%,-6%,-12%,
c1cnn(-c2cncc(-n3cccn3)n2)c1,5.3%,-4%,8%,5%,-16%,
COc1cc(C2C(C(C)=O)=C(O)C(=O)N2CCc2c[nH]c3ccccc23)ccc1O (stereo not drawn),2.5%,6%,8%,-7%,26%,VEEV TC-83 Vero 10K pilot screen=0.7
CCOC(=O)C1CCCN(C(=O)c2cccc(S(=O)(=O)N3CC(C)OC(C)C3)c2)C1 (stereo not drawn),i,-3%,-2%,-11%,-4%,
Cc1cc(C)n(/N=C/c2c[nH]c3ccccc23)c(=O)c1,4.8%,-19%,-1%,2%,11%,

# Main list, from the start:
SMILES,VEEV TC-83 Vero,H37Rv inhibition,influenza NS1A,Salmonella PhoP GFP,tuberculosis growth,others
COc1ccccc1C1C2C(=O)N(c3ccccc3)C(=O)C2ON1c1ccccc1 (stereo not drawn),4.8%,3%,22%,17%,22%,
Cn1c(O)c(C=NCCCN2CCCC2=O)c(=O)n(C)c1=O,2.2%,-8%,-33%,-6%,-12%,
c1cnn(-c2cncc(-n3cccn3)n2)c1,5.3%,-4%,8%,5%,-16%,
COc1cc(C2C(C(C)=O)=C(O)C(=O)N2CCc2c[nH]c3ccccc23)ccc1O (stereo not drawn),2.5%,6%,8%,-7%,26%,VEEV TC-83 Vero 10K pilot screen=0.7
CCOC(=O)C1CCCN(C(=O)c2cccc(S(=O)(=O)N3CC(C)OC(C)C3)c2)C1 (stereo not drawn),i,-3%,-2%,-11%,-4%,
Cc1cc(C)n(/N=C/c2c[nH]c3ccccc23)c(=O)c1,4.8%,-19%,-1%,2%,11%,
Cc1noc(C)c1S(=O)(=O)Nc1ccc(C(=O)NC2CCCCC2C)cc1 (stereo not drawn),0.1%,14%,-8%,-2%,16%,
COc1ccc(OC)c(NC(=O)Cn2cc(C#N)c3ccccc32)c1,i,-2%,-7%,9%,16%,
CN(C)S(=O)(=O)c1ccc2c(c1)nc1n2CCC1,1.8%,4%,2%,-17%,1%,
Cc1ccccc1C(=O)N(Cc1cccs1)C1CCS(=O)(=O)C1 (stereo not drawn),i,12%,-9%,9%,-10%,
CNc1ccc(C2(O)C(=O)c3ccccc3C2=O)cc1,0.3%,4%,2%,5%,nt,VEEV TC-83 Vero 10K pilot screen=0.0
O=C(Nc1ccccc1F)c1ccc(CSc2ccccc2)o1,i,5%,5%,-1%,4.4µM*,
Cc1csc(=O)n1CCC(=O)NCc1ccc(F)cc1,1.1%,-5%,0%,nt,-4%,
CCC(=O)N1CCc2cc(S(=O)(=O)NC(C(=O)N3CCN(c4ccc(F)cc4)CC3)C(C)C)ccc21 (stereo not drawn),1.0%,-1%,-24%,9%,29%,
Cc1ccc(S(=O)(=O)N2CCN(C(=O)N3CCOCC3)C2C)cc1 (stereo not drawn),i,-11%,-1%,-4%,-4%,
Nc1nc(Cl)cc(Nc2ccccc2Cl)n1,1.3%,0%,6%,-2%,5%,
O=Cc1cn(CC(=O)Nc2ccc(F)cc2)c2ccccc12,3.7%,-3%,-6%,2%,16%,VEEV TC-83 Vero 10K pilot screen=1.3
C=CCn1c(SCC(=O)NC2CCCCC2)nnc1-c1ccc(OC)cc1,i,17%,-5%,-2%,6%,
COc1ccc(-c2oc3ccc(-c4cc(OC)c(OC)c(OC)c4)cc3c2C(=O)c2ccc(OC)nc2)cc1,0.9%,0%,-1%,-3%,1%,
CCCc1ccc(-c2cc(C(=O)N3CCN(c4ccccn4)CC3)c3ccccc3n2)cc1,5.3%,11%,18%,-10%,25%,
COc1ccccc1NC(=O)CSCc1ccc([N+](=O)[O-])cc1,2.0%,4%,-4%,-9%,69%,VEEV TC-83 Vero 10K pilot screen=0.9
Cn1cnnc1SCC(=O)Nc1ccc(S(=O)(=O)N2CCOCC2)cc1,0.7%,1%,-24%,nt,-4%,
CN(C)CCNc1ncnc2c1sc1nc(N3CCOCC3)c3c(c12)CC(C)(C)SC3,i,12%,19%,-6%,44%,
CCN(CC)CCCN(Cc1cc2cc3c(cc2[nH]c1=O)OCO3)C(=O)Nc1ccccc1OC,0.7%,-3%,8%,-8%,-1%,
Fc1ccc(CSc2nncn2NCc2ccc3c(c2)OCO3)cc1,?,0%,4%,4%,5%,
COc1ccc(/C=N/n2cc(-c3ccc(OC)cc3)nc2N)cc1,i,?,1%,19%,?,
N#Cc1cc2c(nc1S(=O)(=O)Cc1ccccc1)CCCC2,0.9%,3%,1%,1%,-9%,
O=C(Nc1nc2c(s1)CCCC2)c1ccc2ncsc2c1,8.7%,-5%,10%,-14%,32%,
CCOc1nc2cnccc2n(CC(=O)Nc2cccc(C)c2)c1=O,2.5%,-3%,-2%,7%,-7%,
O=C(COC(=O)c1ccc(O)cc1O)c1ccc2c(c1)OCCO2,8.3%,?,-4%,nt,75%,
Cc1ccc(S(=O)(=O)n2c3ccc(Cl)cc3c3nc(C)sc32)cc1,0.7%,nt,-3%,-5%,nt,
Clc1cc(Cl)c(Cl)cc1Cl,i,-4%,4%,nt,-2%,
COc1ccc([C@H]2Oc3cc(O)cc(O)c3C(=O)C2[C@@H]2C(=O)c3c(O)cc(O)cc3O[C@@H]2c2ccc(OC)cc2)cc1 (stereo partly drawn),nt,2%,nt,-6%,29%,
COc1ccccc1OCC(=O)Nc1ccc2c(c1)n(C)c(=O)n2C,0.8%,0%,3%,6%,0%,
CC1(C)CC2(CC(C)(C)NC(=O)N2)NC(=O)N1,0.7%,-9%,4%,-4%,-3%,
CCOC(=O)c1ccccc1NC(=O)C1CCN(c2ncnc3sc(C)c(C)c23)CC1,7.2%,?,5%,0%,1%,

# 3 entries from above, sorted by SMILES length, descending:
SMILES,VEEV TC-83 Vero,H37Rv inhibition,influenza NS1A,Salmonella PhoP GFP,tuberculosis growth,others
CCOC(=O)c1ccccc1NC(=O)C1CCN(c2ncnc3sc(C)c(C)c23)CC1,7.2%,?,5%,0%,1%,
O=C(COC(=O)c1ccc(O)cc1O)c1ccc2c(c1)OCCO2,8.3%,?,-4%,nt,75%,
Clc1cc(Cl)c(Cl)cc1Cl,i,-4%,4%,nt,-2%,

# (list continues)
SMILES,VEEV TC-83 Vero,H37Rv inhibition,influenza NS1A,Salmonella PhoP GFP,tuberculosis growth,others
CC1CN(Cc2ccccc2)C(=O)N(c2ccccc2)C1=O (stereo not drawn),0.6%,nt,0%,nt,nt,
CC(=O)Nc1cc(C(C)(C)C)c(O)c(C(C)(C)C)c1,i,-4%,-1%,1%,-3%,
O=C(/C=C/c1ccccc1[N+](=O)[O-])NCc1ccccc1Cl,i,3%,-12%,-3%,1%,
COC(=O)C1=C(N)c2c(F)cccc2C1(C#N)c1ccccc1 (stereo not drawn),3.6%,-8%,-5%,6%,18%,
C[C@H]1CC[C@@]2(O[C@@H](CCO)C[C@@H](O)[C@@H]2O)O1,0.2%,-2%,11%,11%,-27%,
COc1cccc(-c2nnc(SCc3ccc(C#N)cc3)n2Cc2ccco2)c1,7.3%,-3%,-6%,-9%,37%,
O=c1[nH]c2cc3c(cc2cc1CN(Cc1nnnn1CC1CCCO1)C1CCCCC1)OCO3 (stereo not drawn),0.9%,4%,-5%,0%,29%,
COc1ccc2cc(C#N)c(N3CCOCC3)nc2c1,7.9%,4%,0%,-4%,8%,
CCN1CCN(C(=O)c2sc3ncnc(N4CCc5ccccc5C4)c3c2C)CC1,i,2%,-2%,-5%,25%,
Cc1oc2ccc(OC(=O)N3CCOCC3)cc2c1C(=O)OC(C)C,i,0%,5%,2%,13%,
COC(=O)c1cc(S(=O)(=O)N2CCN(c3ccc(F)cc3)CC2)cn1C,1.6%,-1%,-11%,3%,1%,
O=C(NCc1ccco1)c1cnc2n(c1=O)CCS2,1.0%,-11%,-2%,-4%,-7%,
O=C(Nc1ccccc1)Nc1ccccc1NS(=O)(=O)c1cccs1,4.5%,0%,2%,-1%,2%,
CCCc1cc(C(=O)Nc2ccn(Cc3ccc(C)cc3)n2)no1,3.2%,62%,1%,-4%,?,
COC(=O)CC1C(=O)NCCN1C(=O)CSc1nnc(Nc2ccc(OC)cc2)s1 (stereo not drawn),4.0%,-4%,-3%,2%,-4%,
COC(=O)c1ccsc1NC(=O)CCc1ccccc1,8.9%,5%,-2%,-2%,32%,
COc1ccc(-c2nnn(CC(=O)N(CCN3CCOCC3)C(C(=O)NC3CCCC3)c3ccco3)n2)cc1 (stereo not drawn),i,1%,-8%,1%,8%,
COc1ccccc1CNC(=O)C(C)n1nc(C)c2c(C)n(-c3ccccc3)nc2c1=O (stereo not drawn),0.5%,0%,1%,1%,9%,
Cc1ccc(NC(=O)CN(C)C(=O)CSc2nc3ccccc3c(=O)n2CCO)cc1,7.5%,nt,-4%,nt,nt,
O=C(COC(=O)/C=C/c1ccccc1)Nc1cccc(Oc2ccccc2)c1,1.0%,-4%,-8%,-3%,-8%,
Cc1cc(C)nc(NC(=O)c2ccc(Cl)cc2)n1,0.7%,-8%,-3%,4%,5%,
Cn1c(=O)c2c(-c3ccccc3)n3c4ccccc4ncc3c2n(C)c1=O,nt,2%,nt,-13%,-15%,
CCC1SC2=NC(C)=C(C(=O)OC)C(c3ccc(C)cc3)N2C1=O (stereo not drawn),1.3%,4%,-3%,-16%,7%,
COc1ccc(OCC(=O)Nc2ccc(S(=O)(=O)Nc3cc(C)on3)cc2)cc1,1.6%,45%,-1%,9%,45%,
O=C(Nc1ccc(S(=O)(=O)NCc2ccccc2)cc1)Nc1ccc2c(c1)OCO2,1.2%,-7%,8%,-3%,1%,
COc1ccc(NC(=O)COC(=O)c2ccc(F)cc2F)cc1,i,-7%,-1%,0%,51%,
Cc1ccc(N(CC(=O)NCCSCc2ccco2)S(=O)(=O)c2ccc(F)cc2)cc1,0.8%,12%,-8%,-5%,22%,
Cc1nc(Oc2ccc(Cl)cc2)c2oc3ccccc3c2n1,0.7%,2%,0%,-5%,5%,
Cn1cccc1/C=N/NC(N)=S,1.4%,-6%,-8%,8%,66%,
Oc1c(C(c2ccco2)N2CCOCC2)sc2ncnn12 (stereo not drawn),0.1%,-2%,7%,4%,-7%,
Cc1onc(-c2ccccc2)c1C(=O)Nc1nncs1,0.6%,-5%,5%,6%,-7%,
CCOc1ccc(C(=O)Nn2cnnc2)cc1OCC,0.5%,7%,-6%,11%,-7%,
CCNC(=O)c1ccc(C2SCC(=O)N2CCc2ccccc2)cc1 (stereo not drawn),0.1%,1%,-1%,9%,23%,
Cc1nn(C)c(Cl)c1CN1CCCC(CO)(Cc2cccc(Cl)c2)C1 (stereo not drawn),i,13%,6%,-7%,-6%,
O=C(NC1CCS(=O)(=O)C1)C1C2CC3CC(C2)CC1C3 (stereo not drawn),i,-9%,1%,15%,-17%,
CCCN(CC(=O)Nc1ccccc1C)C(=O)COC(=O)CSc1ccc([N+](=O)[O-])cc1,2.8%,-2%,-3%,2%,25%,
FC(F)(F)c1nnc2ccc(N3CCN(c4ccccc4)CC3)nn12,1.1%,2%,-4%,7%,18%,
CC(C)(C)N(Cc1ccccc1)C(=O)COC(=O)[C@@H]1CCCN1C(=O)c1cccs1,2.2%,0%,-11%,-4%,20%,
CN(c1ccccc1)C1CCCCC1NS(=O)(=O)c1ccc(Cl)cc1 (stereo not drawn),2.5%,11%,5%,-4%,56%,
Cc1ccc(CN2C3CCCC2CC(NC(=O)c2ccc(F)cc2)C3)cc1 (stereo not drawn),1.2%,-1%,-9%,-2%,36%,
COc1cccc(CN(C)C(=O)CCc2nnc(-c3ccsc3)o2)c1,0.8%,-6%,3%,-3%,26%,
Cc1ccc(C=C2C(=O)c3ccccc3C2=O)s1,8.3%,3%,0%,7%,32%,
CN(C)C1=NCCN1CCCC1CCCCC1,0.7%,3%,-1%,1%,14%,
COc1ccc(CCN(C)C(=O)c2ccc(COc3ccccc3)o2)cc1OC,10%,3%,10%,-7%,14%,
COc1ccccc1N1CCN(C(CNS(C)(=O)=O)c2cccnc2)CC1 (stereo not drawn),1.4%,-2%,-1%,-6%,-24%,
COc1cccc(C(=O)OCC(=O)c2c(N)n(C)c(=O)n(C)c2=O)c1,1.1%,5%,-16%,nt,3%,
CC(C)OC(=O)CSc1nnc(-c2cnccn2)n1C,1.9%,-1%,-6%,12%,6%,
COc1ccc(N(CC(=O)NCCC2=CCCCC2)S(=O)(=O)c2ccccc2)cc1OC,1.3%,4%,-3%,-3%,14%,
